Compound activity: PubChem BioAssay, Fisher Drug Discovery Resource Center
mcGAS MS inh – blocks mouse cGAS cGAMP production; recombinant mouse cGAS, cGAMP by RapidFire MS; inhibition, % at 12.5 µM; hit rate 0.18% among 130,000; AID 1259397;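 active means inhibition of cGAS enzyme activity at or above 60%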;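 further: enzyme stimulated by 45 bp dsDNA with ATP and GTP substrates; cGAMP share of summed cGAMP plus half ATP and half GTP signals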
Target sequence (Q8C6L5 whole entry, looked up): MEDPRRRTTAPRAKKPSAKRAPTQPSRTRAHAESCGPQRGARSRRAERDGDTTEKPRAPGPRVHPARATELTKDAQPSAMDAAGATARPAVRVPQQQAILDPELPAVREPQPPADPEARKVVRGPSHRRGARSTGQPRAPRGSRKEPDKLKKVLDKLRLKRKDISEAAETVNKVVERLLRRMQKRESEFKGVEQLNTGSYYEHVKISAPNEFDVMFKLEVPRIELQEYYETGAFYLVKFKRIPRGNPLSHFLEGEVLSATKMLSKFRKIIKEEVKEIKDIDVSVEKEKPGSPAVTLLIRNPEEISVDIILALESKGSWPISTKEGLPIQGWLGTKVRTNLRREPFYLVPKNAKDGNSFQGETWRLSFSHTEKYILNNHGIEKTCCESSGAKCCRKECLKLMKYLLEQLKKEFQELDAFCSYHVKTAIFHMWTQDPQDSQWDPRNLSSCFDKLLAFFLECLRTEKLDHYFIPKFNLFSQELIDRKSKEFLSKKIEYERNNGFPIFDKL
Numbers without * were called inactive; & = joins results of further samples. These rows are one share of the data; the hit share may differ from the screen's.

SMILES	mcGAS MS inh
CCOC(=O)C1CCCN(C(=O)c2ccc(NC(=O)c3cccs3)cc2)C1 (centres undefined)	-3
O=C(O)C1CC=C(Cl)CC1C(=O)Nc1cc([N+](=O)[O-])ccc1O (centres undefined)	2
COc1ccc(C)cc1C1(CNc2cnn(C)c(=O)c2Cl)CCOCC1	-1
C=C1c2cc(OC)c(OC)cc2CCN1C(=O)c1ccccc1[N+](=O)[O-]	-1
C=c1[nH]n(-c2ccccc2)c(=O)c1=CC=C1N(C)c2ccccc2C1(C)C	47
Cc1nc(N2CCCCCC2)c2c3c(sc2n1)CCC3	-14
CC(=O)N1CCN(c2ncccc2CNC(=O)C2(N3CCCC3)CCCC2)CC1	-5
CC1(NC(=O)c2nc(-c3ccccc3)n3c2CCCCC3)CCS(=O)(=O)C1 (centres undefined)	-7
COc1ccc(C(=O)Nn2cnc3sc(C)c(C)c3c2=O)cc1S(=O)(=O)N1CCCC1	-12
Cc1nc2cc([N+](=O)[O-])ccc2o1	14
CCc1ncc(C(=O)NCc2cccnc2Oc2ccc(C)nc2)cn1	-30
CC(C)NC(=O)NC(=O)CN1C(=O)NC2(CCCCCC2)C1=O	-14
CCOc1ccc(-c2cnc(C(C)(C)CN3CCOCC3)[nH]2)cc1	-34
CNC(=O)c1ccsc1NC(=O)c1cc(C)nn1C	-6
Cc1cc(C)c(NC(=O)CNC(=O)CN2CCC3(CCCCCC3)C2)c(C)c1	0
Cc1cc(C)n(CC(=O)O)n1	-3
O=C(CCCSc1ccc(Cl)cc1)N1CCN(S(=O)(=O)c2ccc3c(c2)OCCO3)CC1	-6
Cc1cccc(NC(=O)C2(c3ccc(Cl)cc3)CCCC2)n1	-1
Cc1nnc(CCNc2ccnc(C(=O)NC3CC3)c2)s1	-15
CC1(C)CC(=O)c2cc3c(N)c(C(=O)Nc4ccccc4C(F)(F)F)sc3nc2C1	-4
Cc1cccc2c(=O)c(-c3ccc4c(c3)OCO4)c(NC(=O)CC(C)C)oc12	0
COc1ccc2nc(NC(=O)c3cc(OC)c(OC)c(OC)c3)sc2c1	-17
CS(=O)(=O)c1ccc([C@@H](O)[C@@H](CO)NC(=O)C(Cl)Cl)cc1	-5
c1ccc(-c2cc(=Nc3ccc4c(c3)OCCO4)c3ccccc3o2)cc1	51
Cc1occc1C(=O)N1CCOC(Cc2cccc(C(F)(F)F)c2)C1 (centres undefined)	-12
O=S(CCn1cccn1)Cc1cc(Cl)c2c(c1)OCCO2 (centres undefined)	-4
O=C(NCC1CCCN(C2CCOCC2)C1)C1(c2ccc(Cl)cc2)CC1 (centres undefined)	-10&-3
CC(C)(C)c1ccc(C(=O)N2CCC2(C)C(=O)NS(=O)(=O)c2cccc(Cl)c2)cc1 (centres undefined)	-18
CCOCCn1c(=O)c2c(nc3n(C4CCCCC4)c(C)c(C)n23)n(C)c1=O	-5
Cc1cc(C(=O)NCCc2cnc[nH]2)c(NC(=O)C(C)(C)C)s1	-10
c1ccc(Cn2nnnc2CN2C[C@@H]3[C@@H]4CC[C@@H](C4)[C@@H]3C2)cc1	-14
Cn1cnnc1SCCC(=O)N1CCN(c2ccccn2)CC1	-6
O=S(=O)(O)CCCS(=O)(=O)O	-9
Cc1cccn2cc(CCNc3cc(Cl)nc(N)n3)nc12	1
CC(=O)c1[nH]c(C)c(C(=O)N2CCC3(CN(C)C(=O)O3)C2)c1C (centres undefined)	9
Cc1ccnc(CC(C)N(C)C(=O)c2csc3nc(-c4ccccc4)cn23)c1 (centres undefined)	-32
O=C(Nc1ccc(-c2noc(-c3cccs3)n2)cc1)c1cccc(Br)c1	0
Cc1cccnc1CN1CCC(N2CCCC2=O)CC1	12
CN1CCN2C[C@@H](NC(=O)C3=NN(C)C(=O)CC3)C[C@H]2C1	-14
CC(C)CSC(CC(=O)O)C(=O)O (centres undefined)	5
Fc1ccccc1-c1nnc(SC(c2ccccc2)c2ccccc2)o1	-2
C=CCn1c(N)c(C(=O)NCc2ccco2)sc1=S	23
COC(=O)CNC(=O)c1ccc([N+](=O)[O-])o1	-4
CCC(C)C(=O)NC1CCC(O)CC1 (centres undefined)	-14
COc1cccc2c1OCC(NC(=O)C(=O)Nc1ccc(F)cc1)C2 (centres undefined)	0
CCN(CC)C(=O)C1CCCN(C(=O)Cn2nnnc2CN(C)C(C)C)C1 (centres undefined)	-9
Cc1cnc(C)c(N2CCN(C(=O)c3cn(CCN4CCCCC4)nn3)CC2)n1	-9
CC(=O)Oc1ccccc1Cn1c(C)c(C(=O)NCc2cccc([N+](=O)[O-])c2)sc1=O	-1
CSc1nc2ncc3c(=O)n(-c4ccc(Cl)cc4)ccc3n2n1	-9
CN1CCC2(CC1)Oc1ccccc1C1CC(c3ccc(Br)cc3)=NN12 (centres undefined)	0
CC(=O)c1c(C)cc(C)c(CSCc2c(C)noc2C)c1C	2
COc1c(Br)cc(F)cc1NS(=O)(=O)c1ccccc1C#N	-8
O=C(NCC(c1ccco1)N1CCCC1)C1=CN2CCS(=O)(=O)N=C2C=C1 (centres undefined)	2
CC1ON=C(c2ccccc2F)N(Cc2ccc(S(C)(=O)=O)cc2)C1=O (centres undefined)	-25
Cc1noc(C)c1CC(=O)OC(C)C(=O)NC(N)=O (centres undefined)	-3
O=C(NC1CCN(Cc2ccccc2)CC1)c1ccc(Br)o1	-4
COCCn1cnnc1C(C)n1ccnc1C1CC1 (centres undefined)	-25
O=C(Cc1ccccc1)OCCN1C(=O)c2cccc3c(N4CCOCC4)ccc(c23)C1=O	-2
Cc1cccc(S(=O)(=O)N(Cc2ccccc2F)[C@@H]2CCCCC2NC(=O)[C@H]2CCCN2)c1 (some centres undefined)	-2
CC(NCc1ncc(-c2ccc(F)cc2)o1)c1ccc(Cl)cc1Cl (centres undefined)	0

Three records drawn at random from the list so far:
SMILES	mcGAS MS inh
c1ccc(-c2cc(=Nc3ccc4c(c3)OCCO4)c3ccccc3o2)cc1	51
CCOC(=O)C1CCCN(C(=O)c2ccc(NC(=O)c3cccs3)cc2)C1 (centres undefined)	-3
CN1CCN2C[C@@H](NC(=O)C3=NN(C)C(=O)CC3)C[C@H]2C1	-14

Other compounds
SMILES	mcGAS MS inh
CC(C)CC(C(=O)N1CCC(c2nnc3ccccn23)CC1)N1C(=O)C2CC=CCC2C1=O (centres undefined)	-7
CN(C(=O)COc1ccc(F)cc1Cl)C1CCS(=O)(=O)C1 (centres undefined)	-3
CCN(CC)c1ccc(/C=N\NC(=O)c2ccc(O)cc2)cc1	-12
Cc1cc(C(F)(F)F)nn1CC(=O)NCc1cccs1	15
N#CCc1cccc(C(=O)Nc2cc(C(N)=O)c(F)cc2F)c1	2
CC(NC(=O)CN(C)CC(=O)Nc1ccc(Cl)cc1)c1ccco1 (centres undefined)	9
CCN(CC)C(=O)CSc1ncnc2c1cnn2-c1ccc(F)cc1	-2
O=C(c1cncc(Cl)c1)N1CCCC(c2ccn[nH]2)C1 (centres undefined)	-26
C=CCn1c(N)c(C(=O)NCCC2=CCCCC2)sc1=S	-7
C=CCN(Cc1ccccc1F)C(=O)Nc1ccc(F)c(C(N)=O)c1	-2
CNC(=O)c1ccc(CNC(=O)Cc2c(C)[nH]c3c(C)ccc(C)c23)o1	-12
Cc1noc(C)c1S(=O)(=O)Nc1ccccc1-c1n[nH]c(C2CC2)n1	16
Cc1cc(C)c2c(O)csc2n1	-7
Oc1ccc2ccccc2c1C=NNc1nc2ccccc2[nH]1	1
COc1cccc(OC)c1C(=O)Nc1cccc2c1C(=O)N(C)C2=O	-5
CC(c1ccccn1)N(C)Cc1ccc(C(F)(F)F)nc1 (centres undefined)	-5
Cc1cnc2c(C(=O)N3CCC(c4ccccc4C(=O)O)C3)cnn2c1 (centres undefined)	-2
Cc1cc(C)cc(-n2nnnc2SCC(=O)NCc2ccco2)c1	0
CC(C)NC(=O)CN(C)C1CCN(C(=O)c2cccn2C)CC1	-37
CC(Nc1ccc(S(=O)(=O)N2CCN(C)CC2)cc1[N+](=O)[O-])c1ccc(F)cc1 (centres undefined)	-10
CC(C)C1SC(=N/N=C\c2ccco2)NC1=O (centres undefined)	-8
CC(C)(C)CC(=O)Nc1ccc(CC(=O)Nc2ccc3c(c2)OC(C)(C)O3)cc1	0
CCN1/C(=C/C=C/C=C/c2ccc3ccc4ccoc4c3[n+]2CC)C=Cc2ccc3ccoc3c21	2
NC(=O)N1c2ccccc2CC(=O)c2ccccc21	-8&1
CC(C(=O)N1CCCCC1)N(C)Cc1nc2ccccc2c(=O)[nH]1 (centres undefined)	-1
CC1C=CC(C)N1C(=O)c1cc(N2CCN(c3cccc(C(F)(F)F)c3)CC2)nc2ccccc12 (centres undefined)	-4
COc1cccc(C(=O)N2CCN(Cc3cn[nH]c3-c3ccc(F)cc3F)CC2)c1	6
CC1(C)CC(=O)C2=C(C1)N(c1ccc(O)cc1)C(=O)CC2c1ccccc1 (centres undefined)	-7
Cc1cccn2c(CNC(C)CCc3ccc(O)cc3)cnc12 (centres undefined)	-17
CSCCC(=O)N1CCC(CCC(=O)NCc2cccc(C(F)(F)F)c2)CC1	0
CCOC(=O)c1c(C)sc(Sc2ccccc2[N+](=O)[O-])c1OC(C)=O	-9
Cc1nonc1CN(C)Cc1cnc2c(-c3ccccc3)cnn2c1	-19
Cc1nc(-c2ccoc2)n(CC(=O)NC2Cc3ccccc3C2)c1C	-12
Cc1nc(N)ncc1C(=O)Nc1cnc2n1CCCC2	-4
C=CCN(C#N)c1nc(NC(C)C)nc(NC(C)C)n1	-8
Cc1ccc(OCc2nn(CN3CCC(C)CC3)c(=S)n2C)cc1C	-14
CC(OC(=O)C12CCC(=O)N1c1ccccc1S2)C(=O)NC1CCCC1 (centres undefined)	4
CCNC(=O)C1(C)CCCN(CC(=O)c2ccc(Br)cc2)C1 (centres undefined)	-2
CC(C)=CCC/C(C)=C/CNC(=O)c1cc(N2CCOCC2)nc2ccccc12	-4
CCCn1nc(C)c(CNC2CCN(CC(C)C)CC2)c1C	-4
CCn1cnnc1CNC(=O)[C@@H](NS(=O)(=O)c1ccccc1F)C(C)C	-5
Cc1cc(-c2cc3c(cc2I)OCO3)on1	-7
CC(C)CNc1ccc2c(n1)C(=O)N([C@H](C)C(=O)NCc1ccc(F)c(F)c1)C2	9
CNC(=O)c1ccc(Cl)c(NCC(=O)Nc2ccccc2OC)c1	-11
O=C(Cn1cnc2c(nnn2Cc2ccccc2F)c1=O)N1CCc2ccccc21	6
COc1ccc(C(C)N)cc1Cn1cccn1 (centres undefined)	-2
CC(C)C(=O)N1CCN(c2nc3ccccc3c3nnc(C4CC4)n23)CC1	-7
CNC(=O)NCC12CC3CC(CC(C3)C1)C2	-2
c1cncc(CN2CCN(Cc3cc4n(n3)CCCNC4)CC2)c1	-3
CC/C=C(/C)C(=O)NCCn1ccnc1	-1
CCN(CC(=O)NC(C)C)C(=O)COc1cccc(Cl)c1	-13
Cc1nn(Cc2ccccc2)c(Cl)c1C(=O)N1CCC(C(N)=O)C1 (centres undefined)	-6
CC(C)N1CCC(C(=O)NCCNS(=O)(=O)c2ccc(Cl)cc2)C1 (centres undefined)	-16
CCn1cc(CNC2CCN(c3c(F)cccc3F)C2)cn1 (centres undefined)	-2
COc1cccc(CN(C(=O)c2cscn2)C23CC4CC(CC(C4)C2)C3)c1	1
COc1ccc(NC(=S)Nc2ccc(OC)c(OC)c2)cc1	-7
Cc1onc(-c2ccccc2)c1C(=O)NC1C(=O)N2[C@@H]1SC(C)(C)[C@@H]2C(=O)O (some centres undefined)	-1&1
CC(=O)c1ccc(S(=O)(=O)N2CCN(C(=O)CCl)CC2)cc1	-1
C=CC[n+]1ccn(-c2nc3ccccc3nc2NS(=O)(=O)c2cccs2)c1	-1
CNc1cc(C(=O)OC2CCCC2OC)cc(Cl)n1 (centres undefined)	-8
Later entries.
SMILES	mcGAS MS inh
CCOC(=O)c1sc(Br)nc1C(C)(C)C	-12
COc1ccccc1CCNC(=O)CCCn1nnnc1CN1CCC(C)CC1	2
CNC(=O)Cc1ccc(-c2cccnc2OC)cc1	-32
Cc1ccsc1[C@@H]1CCN(C(=O)CCn2nnc3ccccc32)C[C@H]1O	-16
Nc1ncnc2c1ncn2[C@@H]1O[C@H](CO)[C@@H](O)[C@@H]1O	-4&-2
CCCCC1=NN2C(=N)/C(=C/c3cc(Cl)c(OS(C)(=O)=O)c(OCC)c3)C(=O)N=C2S1	4
COC(=O)c1ccc(CN2CCC(CO)(CCCc3ccccc3)CC2)cc1	-9
CCN(CC1CCN(Cc2ccccc2)C1)C(=O)Cc1csc(N2CCCNC2=O)n1 (centres undefined)	-7
CNc1cncc(-c2cnc(OC)nc2OC)n1	-2
Cc1ccnc(-n2c(SC3CCOC3=O)nc3ccccc3c2=O)c1 (centres undefined)	-5
CC(CN1CCCC1=O)NC(=O)N1CCCC1c1cccc2ccccc12 (centres undefined)	-14
CC1CCc2sc(C(=O)NC3CCN(CC(=O)Nc4ccccc4)CC3)cc2C1 (centres undefined)	-5
O=C(Cc1ccc2c(c1)OCO2)N1CCOC(Cc2ccccc2)C1 (centres undefined)	-2
CCC(NC(=O)N1CCSC(C)(C)C1)c1noc(C)n1 (centres undefined)	-11
CCN1C(=O)C(c2ccc(O)c(C)c2)(c2ccc(O)c(C)c2)c2ccccc21	-3
CCOC(=O)C1(Cc2ccc(F)cc2F)CCCN(Cc2cccc(OC)c2O)C1 (centres undefined)	-14

Among those listed so far, six have a CF3 group:
SMILES	mcGAS MS inh
CC1(C)CC(=O)c2cc3c(N)c(C(=O)Nc4ccccc4C(F)(F)F)sc3nc2C1	-4
Cc1occc1C(=O)N1CCOC(Cc2cccc(C(F)(F)F)c2)C1 (centres undefined)	-12
Cc1cc(C(F)(F)F)nn1CC(=O)NCc1cccs1	15
CC(c1ccccn1)N(C)Cc1ccc(C(F)(F)F)nc1 (centres undefined)	-5
CC1C=CC(C)N1C(=O)c1cc(N2CCN(c3cccc(C(F)(F)F)c3)CC2)nc2ccccc12 (centres undefined)	-4
CSCCC(=O)N1CCC(CCC(=O)NCc2cccc(C(F)(F)F)c2)CC1	0

Individual results from the list.
Reading of COC(=O)CNC(=O)c1ccc([N+](=O)[O-])o1 in mcGAS MS inh: -4
Reading of CCN(CC)c1ccc(/C=N\NC(=O)c2ccc(O)cc2)cc1 in mcGAS MS inh: -12
